Screens: PubChem BioAssay, National Center for Advancing Translational Sciences (NCATS)
ATXN2 expr inh = reduces ATXN2 reporter expression in HEK-293 cells. Potency, µM (titrated, usually from 57 µM), for inactives: at the highest dose activity change, negative = inhibition, usual class: inhibitors. HEK-293 ATXN2-luciferase reporter, luminescence, 24 h. AID 1745845. 360,000 compounds, 0.72% hits; also: potency is read from the fitted curve at half-maximal effect; % is scaled to controls: 0 for no effect and ±100 for the full control effect; nearly all actives have a fitted effect of over 55% in size
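qHTS (up to 57 uM final) was run with 24 h compound exposure of reporter cells at 37 °C. Each well was multiplexed: SteadyGlo luminescence measured ATXN2-luciferase expression after a fluorogenic Gly-Phe-AFC viability readout (25 uM final).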
HT1080-NT tox = kills 2HG-producing HT-1080-NT fibrosarcoma cells; Potency, µM (highest dose often 46.1 µM), for the others: at the highest dose activity, negative = less viability, hits mostly cytotoxic; HT-1080-NT fibrosarcoma viability, CellTiter-Glo ATP luminescence, 48 h; 360,000 compounds, 1.6% hits;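 also: NT is the 2HG producing partner of a matched IDH1 knockdown line; potency is read from the fitted curve at half-maximal effect; 0% = DMSO-treated cells and -100% = media-only wells without cells; nearly all actives have a fitted effect of over 55% in size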
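Read-out is CellTiter-Glo luminescence after 10 minutes at room temperature, following 48 hours' compound treatment of HT-1080-NT cells (750 cells/well, RPMI, 5% FBS, 37 degrees C).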
IL1B secr inh = inhibitors of inflammasome signaling (IL-1 beta secretion); THP-1 LPS/ATP IL-1B secretion, AlphaLISA, 16 h; hits give low values; activity change, % at 57.5 µM; 360,000 compounds, 4.7% hits; in the data active = activity change below about -50%; inconclusive = mostly about -30% to -49%; also: % is scaled to controls: 0 for no effect and ±100 for the full control effect
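Secreted IL-1B measured by AlphaLISA bead assay after 16 h compound exposure of THP-1 cells; compounds (final up to 57.5 uM) added 1 h before LPS (250 ng/mL) and ATP (1.25 mM) stimulation; lower signal means less secretion.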
S2 tox = viability counter-screen for ATXN expression inhibitors | S2 cells (HEK-293 line with an ATXN2-luciferase reporter) viability, CellTiter-Fluor protease fluorescence, 24 h | Potency, µM (titrated, usually from 56.7 µM), actives largely listed as cytotoxic | 400,000 compounds, 0.49% hits | AID 651635; also: potency is read from the fitted curve at half-maximal effect; nearly all actives have a fitted effect of over 40% in size
HT1080 IDH1KD tx = toxicity to HT-1080 IDH1 knockdown cells (counter line); HT-1080 IDH1 knockdown viability, ATP luminescence, 48 h; Potency, µM (highest dose often 46.1 µM), for the others: top-dose activity, negative = toxicity, most hits filed as cytotoxic; 360,000 compounds, 2% hits; AID 686971;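 also: potency is read from the fitted curve at half-maximal effect; 0% = DMSO wells and -100% = cell-free medium wells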
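CellTiter-Glo luminescence after 48 h compound exposure at 37 degrees C of IDH1-knockdown HT-1080 cells in 5% FBS RPMI. %Activity scaled between DMSO wells and cell-free media wells, with curves fitted and assigned curve classes.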
MCF10A rereplic = induces DNA re-replication in MCF 10a normal breast cells. Potency, µM (top dose mostly 46.1 µM), inactives show top-dose activity, positive = re-replication, usual class: activators. MCF 10A DNA re-replication, Hoechst nuclear intensity, 48 h. AID 624296. 350,000 compounds, 2.9% hits; also: potency is read from the fitted curve at half-maximal effect; % of control where 0% means no effect; nearly all actives have a fitted effect of over 50% in size
HepG2 tox = HepG2 cytotoxicity, counter-screen for TGF-b inhibitors; HepG2 CAGA-GFP viability, ATP luminescence, 18 h; Potency, µM (titrated, usually from 46.1 µM), inactives show top-dose activity change, negative = cytotoxicity, actives largely listed as cytotoxic; 410,000 compounds, 0.76% hits; also: potency is read from the fitted curve at half-maximal effect; some results filed as inactive show a strong effect at the top dose
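HepG2 CAGA-GFP cells (1000/well, DMEM with 1% FBS) received compound, then TGF-beta at 500 pg/mL final, and were incubated 18 hours at 37 degrees C. Viability was read by CellTiter-Glo luminescence. Media-only wells were set as complete cell-killing and DMSO as no toxicity.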
KB-3-1 cytotox = KB-3-1 parental cell cytotoxicity; KB-3-1 viability, CellTiter-Glo ATP luminescence, 72 h; Potency, µM (series often up to 46.1 µM), inactives show at the highest dose activity change, negative = cytotoxic, usual class: cytotoxic; 400,000 compounds, 1.4% hits; AID 1347075; also: potency is read from the fitted curve at half-maximal effect; % is scaled to controls: 0 for no effect and ±100 for the full control effect; nearly all actives have a fitted effect of over 60% in size
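KB-3-1 parental drug-naive adenocarcinoma cells in DMEM/10% FBS, incubated 72 h at 37 C with pin-transferred compounds across a concentration series. Viability by CellTiter-Glo luminescence; concentration-response curves fitted after normalization.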
SW480 rerep = induces DNA re-replication in SW480 colon adenocarcinoma cells; SW480 DNA re-replication, Hoechst DNA content imaging, 48 h; Potency, µM (top dose mostly 46.1 µM), for inactives: top-dose re-replication activation, actives largely listed as activators; 340,000 compounds, 1.8% hits; also: potency is read from the fitted curve at half-maximal effect; % of control where 0% means no effect; nearly all actives have a fitted effect of over 55% in size
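Cells (250 per well) received 23 nL compound or DMSO by pin tool and were kept 48 hr at 37 C, 5% CO2. Nuclei were then stained with Hoechst for 40 min and scanned for DNA content.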
The depositor's hits bear a star; i = inactive; ? = inconclusive; . = no result given; [ ] = another dose, or the depositor's remark. Unless noted, calls follow the shape of the dose curve; as a rule, active = well fitted curve in the direction sought with a large enough effect; inconclusive = small, poorly fitted or top-dose-only effect, or another doubt; inactive = no such curve, though single readings can be large; an effect the other way counts as inactive or inconclusive.

Value order: KB-3-1 cytotox	SW480 rerep	MCF10A rereplic	HepG2 tox	HT1080-NT tox	IL1B secr inh	ATXN2 expr inh	HT1080 IDH1KD tx	S2 tox
> NC(=O)COC(=O)c1cccc(NS(=O)(=O)/C=C/c2ccccc2)c1
→ 8%	-5%	-2%	3%	9%	8	11%	5%	i
> Nc1nnc(SCc2nc3scc(-c4ccccc4)c3c(=O)[nH]2)s1
→ ?	-2%	-4%	-22%	2%	16	.	13%	i
> CC(C)(C)c1ccc(CNC(=O)c2ccc3c(c2)NC(=O)CO3)cc1
→ -26%	1%	1%	0%	-10%	0	.	?	i
> C#CCOC(=O)Nc1ccc(OCC(F)(F)F)nc1
→ 0%	2%	1%	6%	-12%	-1	12%	-6%	?
> CCOC(=O)/C=C1\CC(C(=O)OCC)Oc2ccccc21 (stereo unspecified)
→ 0%	-3%	-11%	-8%	1%	55	4%	7%	i
> CC(C)c1ccc(C(=O)Nc2ccc(N3CCOCC3)cc2)cc1
→ ?	?	23µM*	-21%	?	7	0%	?	i
> CCN(C(=O)COC(=O)/C=C/c1c(C)nn(-c2ccccc2)c1C)C1CCS(=O)(=O)C1 (stereo unspecified)
→ -1%	6%	0%	11%	0%	23	-4%	1%	i
> COc1ccccc1Nc1nnc(SCc2nnc(-c3cc(OC)c(OC)c(OC)c3)o2)s1
→ -23%	?	21µM*	-35%	-1%	-5	2%	-7%	i
> Cc1ccc(-c2nc(C#N)c(NCc3ccco3)o2)cc1
→ 3%	-1%	18%	3%	39%	-9	54%[activator]	17%	i
> CNC(=S)N/N=C/c1cn(CCOc2ccccc2OC)c2ccccc12
→ 3%	1%	7%	-1%	-10%	-25	25%	-18%	i
> C=C(C)CC(NCCc1ccccc1)c1ccco1 (stereo unspecified)
→ -2%	5%	-9%	18%	0%	-17	-21%[11.3 µM]	4%	i
> S=C1NCCOCCOCCNC(=S)N2CCOCCOCCN1CCOCCOCC2
→ 10%	?	-10%	-7%	0%	-11	-19%	11%	i
> COc1ccc(-n2nc(C(=O)NCC(=O)NCCCN3CCN(C)CC3)c3ccccc3c2=O)cc1
→ 3%	-5%	-1%	11%	4%	-2	-8%	4%	i
> CCc1ccccc1NC(=O)Cn1c(=O)n(CC2CCC(C(=O)NCCc3ccccc3)CC2)c(=O)c2ccccc21 (stereo unspecified)
→ -6%	.	.	7%	.	.	9%	.	i
> CCOC(=O)C1CCN(Cc2cccc(Oc3ccccc3)c2)CC1
→ 8%	-6%	9%	-7%	3%	3	.	6%	i
> COc1ccc(NC(=O)c2ccc(COCC(F)(F)C(F)F)cc2)cc1OC
→ -6%	0%	?	-32%	-3%	29	-3%	-1%	i
> O=C(c1ccc(OCc2cn3ccccc3n2)cc1)N1CCN(S(=O)(=O)c2ccccc2F)CC1
→ 2%	-6%	8%	-5%	1%	-12	2%	-1%	?
> O=C(CCn1nnnc1CN1CCOCC1)N1CCC(c2ccccc2F)C1 (stereo unspecified)
→ 0%	8%	-1%	3%	3%	39	-3%	8%	i
> COCC1CCN(Cc2cn(Cc3ccccc3)nc2-c2cc3ccccc3o2)CC1
→ -19%	?	4%	-15%	-11%	-61*	-26%	?	i
> Clc1ccc(-c2nnc(SCc3nc(-c4ccccc4)no3)o2)cc1
→ 23%	-29%	1%	-5%	18%	15	7%	6%	i
> COc1ccc(S(=O)(=O)N2CCCC2)cc1C(=O)N1CCCCC1
→ 12%	0%	12%	-7%	0%	2	-19%	8%	i
> CN(CCc1ccccn1)C(=O)CCc1nnc(CCCc2ccccc2)o1
→ 1%	7%	3%	5%	20%	-2	51%[activator][11.3 µM]	1%	i
> CN=C1S/C(=C/c2cn(CC(=O)OC)c3ccccc23)C(=O)N1C
→ 11%	3%	1%	-7%	-15%	9	-3%	-6%	i
> CCn1cc(CN2CCC(n3nccc3NC(=O)CCc3ccccc3)CC2)cn1
→ 2%	-8%	0%	-41%	5%	26	3%	-10%	i
> CCCC1(c2ccccc2)NC(=O)N(CC(=O)NCC2COc3ccccc3O2)C1=O (stereo unspecified)
→ 6%	1%	-2%	-5%	5%	0	-24%	5%	i
> Brc1ccc(NCc2nnc3n2CCCCC3)cc1
→ 6%	13%	-5%	10%	8%	-13	9%	7%	i
> CC(C)NC(=O)C1CCN(C2CCN(Cc3nc4ccccc4s3)CC2)CC1
→ 1%	-1%	-1%	2%	0%	39	-13%[11.3 µM]	9%	i
> CCCC(=O)NC(=S)Nc1cccc(Cl)c1N1CCCCC1
→ ?	15%	?	-87%	5µM*	64	?	10µM*	?
> CC(=O)c1c(C)[nH]c(C(=O)COC(=O)C2CC2)c1C
→ 1%	16%	-3%	-2%	13%	-3	6%	7%	i
> CS(=O)(=O)c1ccc2nc(NC(=O)CN3CCCCCC3)sc2c1
→ 3%	0%	-2%	1%	1%	25	-1%	0%[9.24 µM]	i

Reformatted: 8 of the compounds above
molecule	KB-3-1 cytotox	SW480 rerep	MCF10A rereplic	HepG2 tox	HT1080-NT tox	IL1B secr inh	ATXN2 expr inh	HT1080 IDH1KD tx	S2 tox
CN=C1S/C(=C/c2cn(CC(=O)OC)c3ccccc23)C(=O)N1C	11%	3%	1%	-7%	-15%	9	-3%	-6%	i
CCn1cc(CN2CCC(n3nccc3NC(=O)CCc3ccccc3)CC2)cn1	2%	-8%	0%	-41%	5%	26	3%	-10%	i
CCCC1(c2ccccc2)NC(=O)N(CC(=O)NCC2COc3ccccc3O2)C1=O (stereo unspecified)	6%	1%	-2%	-5%	5%	0	-24%	5%	i
Brc1ccc(NCc2nnc3n2CCCCC3)cc1	6%	13%	-5%	10%	8%	-13	9%	7%	i
CC(C)NC(=O)C1CCN(C2CCN(Cc3nc4ccccc4s3)CC2)CC1	1%	-1%	-1%	2%	0%	39	-13%[11.3 µM]	9%	i
CCCC(=O)NC(=S)Nc1cccc(Cl)c1N1CCCCC1	?	15%	?	-87%	5µM*	64	?	10µM*	?
CC(=O)c1c(C)[nH]c(C(=O)COC(=O)C2CC2)c1C	1%	16%	-3%	-2%	13%	-3	6%	7%	i
CS(=O)(=O)c1ccc2nc(NC(=O)CN3CCCCCC3)sc2c1	3%	0%	-2%	1%	1%	25	-1%	0%[9.24 µM]	i

Continuation.
Value order: KB-3-1 cytotox	SW480 rerep	MCF10A rereplic	HepG2 tox	HT1080-NT tox	IL1B secr inh	ATXN2 expr inh	HT1080 IDH1KD tx	S2 tox
> O=C1CC(C(=O)NC2CCCCC2)C(c2ccccc2)O1 (stereo unspecified)
→ -2%	-2%	-6%	4%	16%	16	5%	-4%	i
> CC(=O)c1ccc(NC(=O)C(C)OC(=O)c2cccc(-n3cnnn3)c2)cc1 (stereo unspecified)
→ -2%	0%	5%	-22%	-4%	8	6%	0%	i
> Cc1nn(-c2ccccc2)c(Cl)c1/C=N/O
→ 4%	?	-1%	1%	2%	28	.	-2%	?
> Cc1ccc(NC(=S)/C(C#N)=C2/Nc3ccccc3S2)cc1
→ ?	.	.	-38%	?	32	.	-19%	i
> O=C(CSc1nnc(-c2ccoc2)o1)N1CCOCC1
→ 0%	-2%	1%	0%	7%	0	9%	7%	i
> O=c1c2ccccc2nc(SCc2ccccc2)n1Cc1ccco1
→ -8%	-14%	15%	-16%	-1%	-5	-11%	-13%	i
> Cc1cc(C)n(Cc2ccc(C(=O)Nc3ccc(Br)cc3C)o2)n1
→ -14%	18%	33%	-3%	-6%	-60*	-6%	-8%	i
> CCC(C)(NC=O)C(=O)Nc1c(C)cccc1C (stereo unspecified)
→ 10%	-7%	3%	1%	21%	-12	-4%	17%	i
> Cc1nc(NC(=O)CN2CCN(c3cccc(Cl)c3)CC2)sc1C(=O)N(C)C
→ 0%	2%	1%	2%	-2%	13	.	1%	i
> Cn1nc(C(=O)Nc2cccc(C(F)(F)F)c2)ccc1=O
→ -5%	-9%	1%	0%	11%	17	-13%	0%	i
> Nc1cc(=O)[nH]c(SCCSc2cc(Cl)ccc2Cl)n1
→ 0.73µM*	-5%	2%	10%	-18%	1	-6%	-24%	i
> Cc1ccc(C)c(NC(=S)N2CCC(C(=O)c3ccc(F)cc3)CC2)c1
→ 0%	.	.	-18%	-1%	0	.	3%	i
> COc1ccc(NC(=O)c2cc([N+](=O)[O-])ccc2NC(=O)CNCc2ccccn2)c(OC)c1
→ 23%	2%	12%	-1%	-21%	-8	-15%	?	i
> CCCCNS(=O)(=O)c1ccc(N2CCCCS2(=O)=O)cc1
→ -5%	.	.	-11%	.	.	-11%	.	i
> CC(C)N1CCN(c2ccncc2S(=O)(=O)N2CCCCC2)CC1
→ -7%	.	.	-17%	12%	15	.	15%	?
> CNC(=O)c1ccc2nc(NC(C)=O)sc2c1
→ -2%	-25%	-3%	-8%	0%	57	4%	-5%	i
> CC(C)CNc1oc(-c2ccccc2Cl)nc1C#N
→ 11%	5%	2%	-4%	-4%	-23	1%	-15%	i
> COc1ccc(-c2cc(C)no2)cc1S(=O)(=O)N1CCCN(Cc2ccccc2Cl)C1
→ ?	13%	2%	-4%	-17%	-3	-17%	?	i
> Cc1ccccc1OCCNC(=O)c1ccco1
→ -4%	-8%	1%	12%	1%	-3	23%	10%	i
> CNC(=S)NNC(=O)c1ccc(N(C)C)cc1
→ 0%	-43%[inhibitor]	2%	-3%	-7%	-11	1%	-6%	i
> CCOC(=O)c1ccccc1NC(=O)CCc1c(C)nc2ncnn2c1C
→ -4%	.	.	3%	.	.	11%	.	i
